T cell HTS: T cell immune modulators affecting CD8 T cell-vesicle binding; 2C CD8+ T cell-vesicle binding, flow cytometry; hits give low values; calls only at 7 µM; 330,000 compounds, 0.068% hits; AID 2052;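 active = response, share of CD8 T cells binding vesicles, and their 90th percentile fluorescence all below set limits, cut at about 80% in these data, passing the limit was not always enough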
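Test system: purified 2C TCR transgenic mouse naive CD8+ T cells. Probe or stimulus: QL9-peptide-loaded Drosophila micro-vesicles bearing Ld, ICAM-1 and B7-1. Incubation: binding step 1.5 h, 37 °C, antibody labelling 20 min, ice. Measured by: flow cytometry of vesicle-bound cells.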
b-catenin transl: beta-catenin nuclear translocation modulation | HeLa beta-catenin nuclear translocation, immunofluorescence imaging | nuclear translocation activity, % at 5 µM | 190,000 compounds, 0.3% hits;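 active = nuclear translocation activity above 50% at 5 µM, with a well cell count of 50 or more; inconclusive = wells under 50 cells across six images, flagged as toxic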;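 also: per-cell ratio of nuclear to cytoplasmic median beta-catenin stain intensity; plate controls were DMSO negative control for no effect and GSK-3 inhibitor IX positive control for full effect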
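System: HeLa cells, endogenous beta-catenin; compound dosing: 5 µM primary single dose, 0.1% DMSO, 0.02–20 µM confirmation series; incubation: 24 h compound exposure at 37°C, 5% CO2; signal: beta-catenin immunofluorescence imaging with DAPI; evaluation: % activation, nuclear-to-cytoplasmic median beta-catenin signal ratio per cell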
West Nile virus CPE: inhibition of WNV-induced cytopathic effect – cell-based, CPE readout (AID 1621) | West Nile virus-infected cells, CPE inhibition; higher % means a stronger effect | 290,000 compounds, 0.02% hits | CPE inhibition, % at 10 µM; hits with a dose series show IC50 in µM; in the data active = a potency from the dose series; inconclusive = CPE inhibition mostly from about 3.7% at the one dose, without a potency; inactive = the rest, 99 in 100 with CPE inhibition below about 2.2%; also: strong numbers were not always called active
Autophagy mod: modulators of autophagy | MEF GFP-LC3 puncta imaging; test concentration mostly 10 µM | calls only at 10 µM (by protocol) | 190,000 compounds, 0.98% hits | AID 463193;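 active = percentage of spot-positive cells more than 3 SD above its plate mean, without a fluorescence outlier flag or 80% toxicity; inconclusive = no clear call, values can overlap the other calls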;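 also: spot-positive cell cutoff set from DMSO-treated cells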
Insulin prom up: MIN6 insulin promoter up-regulation | MIN6 insulin promoter-GFP reporter, high-content imaging; hits give high values | z-score at 5 µM | 190,000 compounds, 0.3% hits;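 active = z-score above 3 at 5 µM with at least 500 cells counted in the well; inconclusive = wells under 500 cells, flagged as cytotoxic or low count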
Lipid droplet: hepatic lipid droplet formation modulation; AID 1656; inhibition, % at 6.5 µM; 240,000 compounds, 0.4% hits; AML12 mouse hepatocytes, oleate lipid droplets, BODIPY imaging;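 active = lipid droplet intensity inhibited by at least 50%, with more than 500 cells counted; inconclusive = wells with under 300 cells, treated as cytotoxic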
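Assay system: AML12 hepatocytes (mouse); Probe or stimulus: oleic acid at 100 µM to induce lipid droplet formation; Dosing: compound at 6.5 µM only; Schedule: compound with oleate, overnight; Detection: fluorescence imaging, 20x objective, two fields per well; Measure: % inhibition of lipid droplet signal.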
MT stabilize HCS: stabilizes microtubules in HeLa cells | HeLa tubulin immunostaining HCS, 24 h; share of cells brighter than vehicle mean+2SD | % tubulin-high responders, % at 10 µM | 200,000 compounds, 0.83% hits;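 active = plate Z-score above 3 for both tubulin-high and condensed-nucleus cell shares, with cell loss under 80%, at 10 µM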;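 also: anti alpha tubulin signal scored within the nucleus-defined area of each cell; some results filed as inactive read as strong as hits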
WT yeast gro inh: growth inhibition of WT yeast, mitochondrial fusion screen | inhibition, % at 10 µM | 190,000 compounds, 2.1% hits | AID 1362 | mitochondrial fusion phenotypic screen, WT strain; in the data active = inhibition above about 58%; tested in S. cerevisiae
Myeloid diff 2: compounds promoting myeloid differentiation; ER-HoxA9 myeloid progenitors, lysozyme-GFP differentiation, flow cytometry; calls only at 10 µM; 360,000 compounds, 1% hits;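 active = normalized GFP-positive differentiation at or above the plate's own cutoff, the solvent-only control mean plus 3 SD; inconclusive = no clear call, values can overlap the other calls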;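 also: cells exposed to compound for four days before flow analysis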
WT yeast gro inh mutant strain: also measured in WT yeast gro inh; calls as there; inhibition, %; mitochondrial fusion phenotypic screen, mutant strain inhibition
Insulin prom up cell count: also measured in Insulin prom up; calls as there; cell count; measured here: cytotoxicity, nuclei count;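 total cells summed across four imaged fields per well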
Lipid droplet cells 6.5 µM: recorded beside Lipid droplet, whose call it bears; cell count; measured here: cell count, cytotoxicity flag;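 cells counted across two imaged fields per well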
b-catenin transl cell count 5 µM: also measured in b-catenin transl; calls as there; cell count; measured here: cell count, cytotoxicity flag
T cell HTS vesicle-bound %: second read-out of T cell HTS, no call of its own (marks repeat the call); double positive events, %; measured here: CD8+ vesicle-bound cell fraction;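 binding gate set so that unloaded-vesicle control wells show 10% double positive cells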
MT stabilize HCS Hoechst-high %: recorded beside MT stabilize HCS, whose call it bears; % Hoechst-high responders; measured here: nuclear condensation Hoechst responders;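 share of cells brighter than vehicle mean plus two SD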
MT stabilize HCS cytotoxicity %: also measured in MT stabilize HCS; calls as there; toxicity, %; measured here: cytotoxicity by cell density;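 0% = mean cell density of plate MIN control wells and 100% = no cells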
Autophagy mod cell loss 18 h: second read-out of Autophagy mod, no call of its own (marks repeat the call); toxicity, %; measured here: cell loss, nuclei count;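 cell loss after 18 h compound exposure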
Myeloid diff 2 GFP+ MAC1+ %: further read-out of Myeloid diff 2, marked with its call; GFP+ MAC1+ double positive, %; measured here: differentiation confirmed by MAC1 staining
* = called active by the depositor; i = inactive; u = inconclusive; x = not tested or not shown.

SMILES	T cell HTS	T cell HTS vesicle-bound %	b-catenin transl	b-catenin transl cell count 5 µM	West Nile virus CPE	Autophagy mod	Autophagy mod cell loss 18 h	Insulin prom up	Insulin prom up cell count	Lipid droplet	Lipid droplet cells 6.5 µM	MT stabilize HCS	MT stabilize HCS Hoechst-high %	MT stabilize HCS cytotoxicity %	WT yeast gro inh	WT yeast gro inh mutant strain	Myeloid diff 2	Myeloid diff 2 GFP+ MAC1+ %
CCn1c(CNc2nc(-c3ccccc3)cs2)nnc1SCC(=O)NCc1ccccc1	i	59	0.0	1044	0.3%	i	3	x	x	-10	711	3.1	3.0	6.3	-15	6	i	0.0
O=C(Nc1ccccn1)c1cccs1	i	58	-0.9	1152	0.2%	i	-5	1.2	1059	17	767	0.9	1.2	8.2	-19	-3	i	0.6
Cc1noc(C)c1C(=O)OCC(=O)c1c(N)n(CC(C)C)c(=O)n(C)c1=O	i	20	-0.9	1112	-0.4%	i	5	-0.98	940	x	x	1.9	1.4	0.4	-7	-9	i	0.7
CCC(C)(C)NC(=O)c1ccc2c(c1)N(CC(=O)N1CCCC1)C(=O)C(C)(C)O2	i	57	x	x	-1.3%	x	x	x	x	2	787	x	x	x	x	x	i	1.0
O=C(COc1ccc2c3c(c(=O)oc2c1)CCC3)NCc1ccccn1	i	3	x	x	-0.8%	x	x	x	x	11	721	x	x	x	x	x	i	1.3
Cc1ccc(C)c(-n2c(SCC(=O)NCC3CCCO3)nnc2-c2ccoc2C)c1 (stereo unspecified)	i	47	-2.9	1168	-0.1%	i	-2	0.5	992	x	x	2.3	2.1	8.9	-9	-1	i	0.7
Cc1ccc(S(=O)(=O)C(C#N)c2nc3ccccc3nc2N2CCN(C)CC2)cc1C (stereo unspecified)	i	55	-1.3	1119	u	i	23	0.01	855	-6	712	0.8	1.1	3.9	-4	-7	i	4.3
Cc1ccc(N2C(=O)CC(Nc3cccc4ccccc34)C2=O)cc1 (stereo unspecified)	i	32	-0.8	1297	0.1%	x	x	-0.24	1061	-24	633	x	x	x	x	x	i	0.5
Cc1cccc(NC(=O)Nc2cnccn2)c1	i	54	1.2	874	-0.6%	i	11	0.98	1518	0	670	5.5	2.0	28	3	-3	i	0.4
CCc1c(C(=O)Nc2cc(C)cc(C)c2)[nH]c(C)c1C(C)=O	i	49	x	x	-0.5%	i	-3	-0.52	991	x	x	2.3	2.7	9.6	29	39	i	0.4
O=C(NCCc1ccncc1)Nc1cccc(Cl)c1	i	42	-1.0	1217	-0.8%	i	0	x	x	-5	772	0.9	1.5	10	3	9	i	0.7
O=C(Nc1ccc2c(c1)C(=O)N(c1ccccc1)C2=O)C1CCCO1 (stereo unspecified)	i	53	x	x	-0.2%	i	-8	x	x	5	778	0.7	1.7	3.6	-8	8	i	0.7
COc1ccc2nc(N3C(=O)CC(C(C)c4ccccc4)C3=O)sc2c1 (stereo unspecified)	i	45	0.5	1092	0.0%	i	3	-0.48	1438	-9	632	1.8	3.0	8.8	-2	-10	i	0.4
CC(=O)c1cc(O)c2ccccc2c1O	i	39	0.3	1291	1.7%	x	x	-0.14	1213	-1	652	x	x	x	x	x	i	3.6
CC(=O)c1c(C)nn(C(=O)N2CCOCC2)c1C	i	33	4.6	745	-0.1%	x	x	1.1	1072	x	x	x	x	x	x	x	i	0.6
Cc1cc(C)n2nc(N)c(N=Nc3ccc(Cl)cc3)c2n1	i	6	-3.0	600	-0.5%	i	1	-0.69	1193	x	x	3.6	2.9	9.1	5	-5	i	0.4
COc1ccc(S(=O)(=O)N2CCCC(C(=O)NCc3ccccn3)C2)cc1 (stereo unspecified)	i	37	x	x	0.1%	i	-3	0.9	1281	17	663	2.5	1.9	5.9	2	-31	i	0.8
Cc1c(Cl)c(C(=O)Nc2nc3ccccc3n2CCN2CCCCC2)nn1C	i	45	x	x	x	i	11	-0.01	849	x	x	1.3	3.5	2.4	17	14	x	x
Cc1ccc(SCCC(=O)OCC(=O)NCC2CCCCC2)cc1	i	27	1.0	1062	0.3%	i	3	-0.12	1279	-5	700	3.9	2.0	2.5	17	-6	i	0.1
CC(=O)c1c(COC(=O)c2ccc(F)cc2)nc2ccccc2[n+]1[O-]	i	39	3.6	1097	1.1%	x	x	0.43	1390	5	670	x	x	x	x	x	i	0.2
CCOC(=O)c1ccc(NC(=S)N2CCN(CCN=CC3=C(O)CC(C)(C)CC3=O)CC2)cc1	i	42	-1.9	992	-0.1%	i	-3	0.1	1624	-1	660	4.3	3.3	14	-14	-11	i	0.1
O=C(COC(=O)c1ccc[nH]c1=O)NC1CCCCC1	i	33	-0.6	1387	0.4%	x	x	0.14	1000	1	743	x	x	x	x	x	i	0.2
COc1ccc(C(=O)/C=C2/C(=O)Nc3ccccc32)cc1OC	i	24	x	x	3.1%	x	x	x	x	-3	798	x	x	x	x	x	i	1.1
c1ccc2c(c1)ncn2CCCCOc1ccc2c(c1)CCC2	i	15	x	x	u	i	9	-3.1	515	12	817	1.1	1.5	11	69*	66*	u	x
COc1ccccc1C/C(N)=N/OC(=O)COc1ccc(C)cc1C	i	9	x	x	2.0%	i	18	x	x	x	x	3.6	2.1	6.3	x	x	i	0.9
Cc1ccc(-c2cc(C(=O)O)n(-c3ccc(S(N)(=O)=O)cc3)n2)cc1	i	53	-2.4	921	0.2%	i	2	1.2	1647	8	695	1.5	1.5	1.5	7	8	i	0.3
O=C(N/N=C/c1cccc(O)c1)c1ccc(COc2ccc3c(c2)CCC3)o1	i	50	x	x	-0.1%	i	-6	-0.52	917	7	719	2.0	0.8	5.0	2	-12	i	1.6
O=C(Nc1ccccc1N1CCCCC1)c1ccc(N2C(=O)c3ccccc3C2=O)cc1	i	48	-15	1186	0.8%	i	-8	x	x	6	729	3.6	2.0	6.1	16	25	i	0.7
CCCSc1nc2cc(C)c(C)cc2n1CC(O)CO (stereo unspecified)	i	61	-0.1	1082	-1.0%	i	6	-0.25	1242	13	698	3.4	2.7	0.1	10	1	i	0.1
COc1ccccc1/C=c1\sc2nc(-c3ccccc3OC)nn2c1=O	i	48	-4.4	1355	x	i	25	0.86	1550	x	x	2.7	1.2	6.0	8	3	i	0.7
CCc1nnc(NC(=O)CSc2nnc3c4ccccc4n(C)c3n2)s1	i	16	-2.1	834	-0.2%	i	-5	0.36	1334	x	x	2.1	2.3	6.4	20	25	i	0.5
Cc1c(OCC(=O)NCc2ccncc2)ccc2c3c(c(=O)oc12)CCC3	i	45	x	x	-0.8%	x	x	x	x	5	694	x	x	x	x	x	i	1.7
CCOc1ccc(NC(=O)CC2C(=O)N(c3ccccc3)C(=S)N2Cc2ccccn2)cc1 (stereo unspecified)	i	7	-0.4	1240	-1.1%	i	5	-0.66	1525	x	x	3.2	1.2	4.7	-6	10	i	1.3
CCN1CCCC1CNC(=O)c1ccc(CS(=O)(=O)c2ccccc2C)o1 (stereo unspecified)	i	19	0.0	957	-0.1%	i	-1	0.41	1265	3	770	4.9	2.9	7.2	8	-2	i	3.6
CCC(C)(C)n1nnnc1C(c1ccc(C)cc1)N1CCCC1 (stereo unspecified)	i	28	0.3	1146	0.0%	i	2	x	x	x	x	5.1	2.9	8.0	11	-17	i	2.3
COc1ccc(N2CCN(C(=O)c3cc4c(s3)-c3ccccc3S(=O)(=O)C4)CC2)cc1	i	34	1.1	1306	0.6%	x	x	-1.1	1097	1	679	x	x	x	x	x	i	1.8
Cc1ccc(C(=O)c2cc([N+](=O)[O-])ccc2N2CCN(C)CC2)cc1	i	47	71*	634*	0.5%	i	22	-1.1	1395	x	x	41*	47*	39*	2	12	i	0.0
COc1cc(CNn2nnnc2N)ccc1OCc1c(Cl)cccc1Cl	i	43	0.2	1308	-1.3%	i	-7	-1.4	1160	x	x	3.2	1.9	6.1	-6	-3	i	0.4
O=c1c(Br)c(N2CCCC2)cnn1-c1ccccc1	i	53	-3.1	958	-0.4%	i	-3	0.15	1355	-4	630	2.9	3.5	13	-4	16	i	0.5
O=C(Nc1nccs1)C1CC(=O)N(c2ccccc2Cl)C1 (stereo unspecified)	i	12	x	x	0.1%	i	-1	x	x	14	788	2.2	1.0	4.5	-2	6	i	1.0
NS(=O)(=O)c1cccc(NC(=O)Nc2ccc(Cl)cc2)c1	i	39	0.2	1346	-0.3%	x	x	-0.32	1058	-3	680	x	x	x	x	x	i	0.2
CCCCNC(=S)N1CCN(C)CC1	i	61	0.5	1093	0.5%	i	-8	x	x	9	728	1.4	1.2	7.9	-4	-5	i	0.2
